eLon inh: inhibitors of E. coli Lon protease | purified E. coli Lon protease, fluorescence polarization | AID 602123 | inhibition, % at 7.94 µM | 360,000 compounds, 0.42% hits | P0A9M0; in the data active means inhibition above about 13%, passing the limit was not always enough;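 further: 0% = enzyme with probe and DMSO and 100% = no enzyme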
MsrA inh: inhibitors of bovine MsrA. 360,000 compounds, 0.75% hits. inhibition, % at 15.5 µM. purified bovine MsrA, absorbance read-out; in the data active means inhibition above about 4.5%;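 further: 0% = vehicle wells with enzyme and 100% = reference inhibitor wells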
Neddyl block: cullin neddylation inhibition | calls only at 25 µM | P61081+Q13564 | 360,000 compounds, 0.58% hits | TR-FRET cullin neddylation, biochemical | AID 651699; in the data active means inhibition above about 36%
bovine MsrA act: bovine methionine sulfoxide reductase A activation; 360,000 compounds, 0.3% hits; AID 602163; activation, % at 10.6 µM; purified bovine MsrA, absorbance read-out; in the data active means activation above about 7.5%;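 further: 0% = vehicle and 100% = reference activator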
TbMetRS inhib: Trypanosoma brucei MetRS inhibition | AID 624268 | purified T. brucei MetRS, ATP depletion, Kinase-Glo luminescence | 360,000 compounds, 0.4% hits | inhibition, % at 11.9 µM;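 active means inhibition above a per-plate cutoff of the control wells' mean inhibition plus 3 SD, cut at about 5.5% in these data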;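 further: 0% = DMSO wells median and 100% = median of wells with control inhibitor compound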
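Material: T. brucei methionyl-tRNA synthetase, purified; reagent: substrates ATP, L-methionine and bulk Escherichia coli tRNA; dosing: 11.9 µM single point; timing: 15 min plus 2 h at 25 °C; detection: luminescence of leftover ATP; evaluation: % inhibition; control set: DMSO-only wells as low control; replicates: singlicate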
CSN deneddyl inh: inhibitors of human CSN-mediated cullin deneddylation; Q92905; Purified CSN, SCF-Nedd8-OG deneddylation, fluorescence polarization; inhibition, % at 12.5 µM; 360,000 compounds, 0.38% hits;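 active means pattern-corrected inhibition above about 35%, with an unprinted fluorescence ratio check between 0.5 and 1.5, limit read from the data, passing the limit was not always enough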;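 further: 0% = enzyme with substrate and 100% = substrate without enzyme; some results filed as inactive read as strong as hits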
Target sequence (Q92905 whole entry, looked up, one chain of several): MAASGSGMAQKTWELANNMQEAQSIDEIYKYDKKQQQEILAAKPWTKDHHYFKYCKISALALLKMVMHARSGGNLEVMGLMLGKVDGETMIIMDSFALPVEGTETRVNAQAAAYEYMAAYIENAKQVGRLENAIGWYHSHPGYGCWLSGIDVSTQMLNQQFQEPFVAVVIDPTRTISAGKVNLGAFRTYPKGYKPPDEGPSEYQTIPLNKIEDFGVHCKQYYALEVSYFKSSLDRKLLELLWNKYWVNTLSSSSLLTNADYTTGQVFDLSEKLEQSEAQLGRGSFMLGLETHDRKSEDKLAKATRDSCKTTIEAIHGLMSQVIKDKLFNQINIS
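Test system: purified human Csn5 enzyme expressed in HEK293T cells. Amount: 0.24 nM enzyme. Reagent: SCFSkp2-Nedd8OG substrate at 10 nM final. Schedule: 90 min incubation of compound, enzyme and substrate at room temperature. Detection: fluorescence polarization. Read-out: % inhibition of substrate cleavage by Csn5.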
FAS-TE inh: FAS thioesterase (human) inhibition; recombinant FAS-TE, OMFH fluorogenic substrate, fluorescence endpoint; inhibition, % at 15 µM; P49327; 360,000 compounds, 0.67% hits; AID 602261;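 active means compounds whose normalised, plate-corrected inhibition of enzyme fluorescence in the single-dose primary screen is 50% or more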;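 further: 0% = DMSO with enzyme and 100% = substrate without enzyme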
MLLE-PAM2 inh: blocks PAM2 peptide binding to the PABP1 MLLE domain; P11940; GST-MLLE / FITC-PAM2 fluorescence polarization; inhibition, % at 20 µM; AID 588489; 360,000 compounds, 0.36% hits; in the data active means inhibition above about 35%, passing the limit was not always enough;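 further: plate controls were DMSO wells with GST-MLLE for no effect and wells lacking GST-MLLE protein for full effect; some results filed as inactive read as strong as hits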
Target sequence (P11940 whole entry, looked up, the tested form may be a part): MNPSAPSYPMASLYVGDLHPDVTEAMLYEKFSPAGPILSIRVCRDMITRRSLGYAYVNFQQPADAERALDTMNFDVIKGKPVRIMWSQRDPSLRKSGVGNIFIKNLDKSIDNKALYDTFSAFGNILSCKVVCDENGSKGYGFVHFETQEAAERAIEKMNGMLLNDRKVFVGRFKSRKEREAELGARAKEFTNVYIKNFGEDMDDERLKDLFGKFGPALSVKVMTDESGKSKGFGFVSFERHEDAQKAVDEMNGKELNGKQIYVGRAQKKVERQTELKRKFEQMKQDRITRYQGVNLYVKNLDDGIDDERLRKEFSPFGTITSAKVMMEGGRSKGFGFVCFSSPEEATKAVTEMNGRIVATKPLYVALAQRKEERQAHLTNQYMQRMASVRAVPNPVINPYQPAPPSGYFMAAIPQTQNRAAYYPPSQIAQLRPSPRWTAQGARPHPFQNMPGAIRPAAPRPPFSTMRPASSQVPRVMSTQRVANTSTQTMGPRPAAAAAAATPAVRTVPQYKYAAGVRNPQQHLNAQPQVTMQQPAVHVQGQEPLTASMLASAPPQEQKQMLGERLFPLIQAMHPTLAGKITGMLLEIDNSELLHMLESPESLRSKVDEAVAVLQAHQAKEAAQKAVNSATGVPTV
Rin1-Abl PPI inh: human Rin1-Abl interaction inhibition; TR-FRET Rin1/Abl binding, biochemical; inhibition, % at 7.35 µM; 360,000 compounds, 0.4% hits; AID 588664; in the data active means inhibition above about 5%, passing the limit was not always enough
An asterisk follows results filed as active; i = inactive; . = not tested or not shown.

SMILES | eLon inh | MsrA inh | Neddyl block | bovine MsrA act | TbMetRS inhib | CSN deneddyl inh | FAS-TE inh | MLLE-PAM2 inh | Rin1-Abl PPI inh
COc1ccc(NC(=O)CSc2nnc(-c3ccncc3)n2CC2CCCO2)c(OC)c1 (centres undefined) | -8 | -0.9 | i | -8 | -0.7 | -2 | -6 | -2 | 5
CC(C)c1onc(C(=O)N2CCN(c3ccccc3)CC2)c1[N+](=O)[O-] | 4 | -0.1 | i | 1 | -0.3 | -3 | 1 | -8 | -2
N/C(=N/O)c1ccccc1N1CCC(Cc2ccccc2)CC1 | -6 | 0.8 | i | -7 | -0.5 | 3 | -153 | -3 | 2
N#Cc1c2ccc(O)cc2n2ccccc12 | 15 | -1.2 | . | -3 | 0.0 | -5 | -2 | 98 | -2
CC(C)CN1CCN(Cc2cc3ccccc3[nH]2)CC1CCO (centres undefined) | -5 | 0.2 | i | -2 | 1.1 | 6 | -6 | -3 | 3
CC(C)(C)c1ccc(C(=O)C=[N+]=[N-])cc1 | 0 | -0.8 | i | -3 | -0.2 | 3 | 2 | 16 | 1
CC(=O)NCc1nc2ccccc2n1C(C)C | 0 | -0.9 | i | 0 | -0.4 | -3 | -6 | -12 | -2
COc1ccc(CNC(=O)COC(=O)Cc2ccsc2)cc1 | 3 | 0.1 | i | -1 | 0.9 | -8 | -1 | 10 | 3
CCN(CC(=O)NCc1ccc(Cl)cc1)C(=O)CCc1ccccc1O | -1 | -0.1 | i | -7 | 37* | 1 | 1 | -3 | 3
CSc1ccc(C(=O)C2CCCN(C(=O)c3csc(C(C)=O)c3)C2)cc1 (centres undefined) | -2 | 0.4 | i | -5 | -0.3 | 3 | -5 | -2 | -6
COc1cc(-c2[nH]nc3c2C(c2ccoc2)C(C#N)=C(N)O3)cc(OC)c1OC (centres undefined) | -6 | -0.2 | i | -4 | -0.5 | 2 | 4 | -12 | 1
COc1ccccc1CN(Cc1cc2cc(C)ccc2[nH]c1=O)Cc1nnnn1Cc1ccco1 | -16 | 0.7 | i | -4 | 4.5 | 23 | 11 | -19 | -2
Cc1cc(C)n2nc(S(=O)(=O)Nc3c(Cl)cccc3Cl)nc2n1 | -3 | 0.9 | i | 0 | -0.1 | 7 | -6 | -6 | -1
Cc1ccc(OCCCC(=O)Nc2ccc(S(=O)(=O)Nc3ccccn3)cc2)cc1 | 8 | 1.2 | i | 0 | -0.7 | 0 | -6 | -11 | 2
O=C(CN1CCN(Cc2ccc(Cl)cc2)C1=O)NCCCN1CCOCC1 | -5 | 0.4 | i | 1 | 0.0 | -7 | -5 | -6 | -1

Brought forward from above: six entries, then new ones.
SMILES | eLon inh | MsrA inh | Neddyl block | bovine MsrA act | TbMetRS inhib | CSN deneddyl inh | FAS-TE inh | MLLE-PAM2 inh | Rin1-Abl PPI inh
CSc1ccc(C(=O)C2CCCN(C(=O)c3csc(C(C)=O)c3)C2)cc1 (centres undefined) | -2 | 0.4 | i | -5 | -0.3 | 3 | -5 | -2 | -6
COc1cc(-c2[nH]nc3c2C(c2ccoc2)C(C#N)=C(N)O3)cc(OC)c1OC (centres undefined) | -6 | -0.2 | i | -4 | -0.5 | 2 | 4 | -12 | 1
COc1ccccc1CN(Cc1cc2cc(C)ccc2[nH]c1=O)Cc1nnnn1Cc1ccco1 | -16 | 0.7 | i | -4 | 4.5 | 23 | 11 | -19 | -2
Cc1cc(C)n2nc(S(=O)(=O)Nc3c(Cl)cccc3Cl)nc2n1 | -3 | 0.9 | i | 0 | -0.1 | 7 | -6 | -6 | -1
Cc1ccc(OCCCC(=O)Nc2ccc(S(=O)(=O)Nc3ccccn3)cc2)cc1 | 8 | 1.2 | i | 0 | -0.7 | 0 | -6 | -11 | 2
O=C(CN1CCN(Cc2ccc(Cl)cc2)C1=O)NCCCN1CCOCC1 | -5 | 0.4 | i | 1 | 0.0 | -7 | -5 | -6 | -1
C=CCOC(=O)C1=C(C)NC(SCC(=O)Nc2ccc(C)c(Cl)c2)=C(C#N)C1c1ccco1 (centres undefined) | 2 | -1.2 | . | -4 | 0.5 | 0 | 5 | -3 | 4
COc1cc(C(=O)OCCCN2CCOCC2)ccc1O | -6 | -0.1 | i | -5 | -1.3 | -1 | -4 | 7 | 3
O=C(Nc1cccc(-c2nc3ccccc3[nH]2)c1)c1ccco1 | -1 | -1.8 | i | 0 | 5.7* | 4 | -1 | 6 | -3
COC(=O)c1cc(=O)n(Cc2ccc(F)cc2)c(=NCc2ccc(F)cc2)s1 | -3 | -0.2 | i | -3 | -0.4 | 0 | 2 | -5 | 1
O=C(CSc1nnc2ccccn12)NC(=O)NC1CCCCC1 | 1 | 0.4 | i | -1 | -0.5 | -1 | -4 | 3 | 1
COc1ccc(CCN2C(=O)CC(N3CCC(C(N)=O)CC3)C2=O)cc1OC (centres undefined) | -12 | -0.7 | i | -5 | -0.1 | 6 | -7 | 15 | 0
CC(C)(C)NS(=O)(=O)c1ccc(NC(=O)C2CC(=O)N(CCc3ccc(F)cc3)C2)cc1 (centres undefined) | -1 | -0.9 | i | 0 | -0.7 | 1 | 4 | -10 | 3
O=C(O)c1ccc(CP(=O)(c2ccccc2)c2ccccc2)cc1 | -3 | -1.2 | i | -2 | -0.1 | 3 | -5 | -12 | 1
O=C(CSc1nc2ccccc2[nH]1)Nc1nc(-c2ccc(Br)cc2)cs1 | 12 | 0.8 | i | -3 | 20* | -11 | 17 | 5 | -1
CC(C(O)C12CC3CC(CC(C3)C1)C2)N1CCCCC1 (centres undefined) | -11 | 0.3 | i | -10 | -1.4 | -3 | -5 | 6 | 2
O=C(CN1C(=O)/C(=C\c2ccccc2Cl)Sc2ccccc21)NCCCN1CCOCC1 | 4 | 0.3 | i | -8 | -1.0 | 1 | -10 | 11 | 0
CN(C(=O)c1cccc(NC(=O)Cc2cccc(NC(=O)C3CCCN(C(=O)c4ccccc4)C3)c2)c1)C1CCC1 (centres undefined) | -13 | -1.5 | i | -4 | 0.0 | 1 | -6 | -3 | -3
Cc1cc(N2CCCCCC2)n2nc(C)c(-c3ccccc3)c2n1 | 1 | 0.1 | i | 0 | -0.2 | 0 | 20 | -16 | 1
O=C(CCN1C(=O)/C(=C/c2cccs2)SC1=S)Nc1cccc(C(=O)O)c1 | -63 | 1.9 | i | 0 | -0.3 | 11 | -8 | -85 | 1
CCC(C(N)=NCCc1ccc(OC)c(OC)c1)c1ccccc1 (centres undefined) | 3 | 1.9 | i | -4 | 0.5 | -2 | -8 | -3 | 0
COc1cc2c(cc1OC)C(c1ccc(C(F)(F)F)cc1)CC(=O)N2 (centres undefined) | -4 | -0.7 | i | 5 | 0.2 | 1 | 2 | 5 | 1
O=C(N/N=C/C1=Cc2ccccc2OC1)c1ccncc1 | 2 | 2.9 | i | -3 | -0.2 | 3 | -3 | 6 | -3
O=C(Nc1cccnc1)Nc1ccc2c(c1)OCO2 | 1 | 2.1 | i | -4 | -1.2 | -2 | -12 | 0 | -2
CSc1nc2c(c(=O)n1-c1ccc(C)cc1)SCC2 | -4 | 1.6 | i | -3 | 0.0 | 0 | -2 | 9 | 1
Cc1ccc(-c2nnc(SCC(=O)NCC3CCCO3)n2C)cc1 (centres undefined) | -3 | 1.8 | i | -2 | -0.6 | -2 | -6 | -3 | 1
CCC(=O)Nc1ccc(NC(=O)c2cccc3c(Br)cccc23)cc1 | 0 | 1.3 | i | -9 | -0.6 | 4 | -5 | -1 | -2
COc1cccc(C2C(C(=O)c3ccc(C)o3)=C(O)C(=O)N2c2cc(C)on2)c1 (centres undefined) | -3 | 1.8 | i | -4 | 0.0 | -3 | -6 | 14 | 1
CCCCC(c1nnnn1CCOC)N1CCN(CC)CC1 (centres undefined) | -9 | 0.4 | i | -5 | -0.5 | 0 | -6 | 0 | -1
CCOC(=O)c1oc2ccccc2c1NC(=O)CN1CCOCC1 | 7 | 1.8 | i | -1 | -0.2 | 4 | -5 | 5 | 2
O=C(c1ccc2ccccc2c1)N1CCN(c2ccc(O)cc2)CC1 | 2 | -0.5 | i | -3 | 1.2 | 0 | -5 | 6 | 3
Cc1noc(C)c1COc1cccc(C(=O)Nc2cccnc2)c1 | 0 | 0.3 | i | -4 | -0.3 | -3 | -3 | -1 | 4
CC(C)c1ccc(C(=O)N2CCCC(c3cc(C(=O)Nc4ccc5c(c4)OCO5)no3)C2)cc1 (centres undefined) | 1 | -1.1 | i | 0 | -0.2 | -2 | 7 | 5 | 0
CCN(Cc1nc(-c2ccc(OC)c(OC)c2)no1)C(=O)c1ccoc1C | 4 | -0.4 | i | -1 | -0.9 | 0 | -3 | -1 | 1
CCOC(=O)N1CCC(NC(=O)C2CCCN(C(=O)c3cc4sccc4n3C)C2)CC1 (centres undefined) | 2 | -1.2 | i | -7 | -1.7 | -2 | -12 | 24 | 0
CCN1CCN(c2nc(C)c3c(n2)CC(C)CC3=O)CC1 (centres undefined) | 4 | 1.3 | i | -5 | -0.4 | -4 | -2 | 7 | 7
O=C(Cn1nnc2ccccc21)Nc1ccccc1[N+](=O)[O-] | 0 | 0.6 | i | -3 | -1.0 | -1 | -4 | 9 | 0
CCCCOc1ccc(C(=O)NCC(=O)OCC(=O)c2c(N)n(C)c(=O)n(C)c2=O)cc1 | -1 | 0.6 | i | -3 | -0.1 | -4 | 1 | -3 | 2
O=S(=O)(Nc1cc(S(=O)(=O)N2CCOCC2)ccc1N1CCOCC1)c1ccc2c(c1)OCCO2 | 2 | -0.6 | i | -3 | -0.5 | -3 | -10 | -3 | -1
Brc1ccc(-c2nc(-c3ccncc3)no2)cc1 | -18 | 0.6 | i | -2 | -0.4 | -4 | -3 | -2 | 2
O=C(NCc1ccccc1Cl)C1CCN(S(=O)(=O)N2CCOCC2)CC1 | 3 | 0.9 | i | -1 | 0.0 | -1 | -4 | 0 | 2
CCCCn1c(N)c(N(CCOC)C(=O)CSc2nnc(C)n2-c2ccc(OC)cc2)c(=O)[nH]c1=O | 2 | -0.1 | i | 0 | 0.0 | 2 | -7 | -10 | -3
N#Cc1cc([N+](=O)[O-])ccc1NCCc1ccccn1 | -7 | 1.8 | i | -3 | -0.3 | 0 | 5 | 5 | -6
COc1ccc(CN(C(=O)Cc2cccs2)C(C(=O)NC2CCCC2)c2ccncc2)cc1 (centres undefined) | 9 | 0.1 | i | -2 | -0.3 | -3 | 7 | 11 | 1

Screening results as filed in PubChem BioAssay.
